Screening data (PubChem)
PABP1 MLLE inh: inhibitors of PABP1 MLLE–PAM2 peptide binding, primary screen, biochemical, fluorescence polarization, FITC-PAM2, GST-MLLE | Polyadenylate-binding protein 1 (Homo sapiens), P11940 | inhibition, % at 20 µM | 360,000 compounds, 0.36% hits | AID 588489, 2011; in the data active means inhibition above about 35%, passing the limit was not always enough;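 further: plate controls were DMSO wells with GST-MLLE for no effect and wells lacking GST-MLLE protein for full effect; some results filed as inactive read as strong as hits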
Target sequence (P11940 whole entry, looked up): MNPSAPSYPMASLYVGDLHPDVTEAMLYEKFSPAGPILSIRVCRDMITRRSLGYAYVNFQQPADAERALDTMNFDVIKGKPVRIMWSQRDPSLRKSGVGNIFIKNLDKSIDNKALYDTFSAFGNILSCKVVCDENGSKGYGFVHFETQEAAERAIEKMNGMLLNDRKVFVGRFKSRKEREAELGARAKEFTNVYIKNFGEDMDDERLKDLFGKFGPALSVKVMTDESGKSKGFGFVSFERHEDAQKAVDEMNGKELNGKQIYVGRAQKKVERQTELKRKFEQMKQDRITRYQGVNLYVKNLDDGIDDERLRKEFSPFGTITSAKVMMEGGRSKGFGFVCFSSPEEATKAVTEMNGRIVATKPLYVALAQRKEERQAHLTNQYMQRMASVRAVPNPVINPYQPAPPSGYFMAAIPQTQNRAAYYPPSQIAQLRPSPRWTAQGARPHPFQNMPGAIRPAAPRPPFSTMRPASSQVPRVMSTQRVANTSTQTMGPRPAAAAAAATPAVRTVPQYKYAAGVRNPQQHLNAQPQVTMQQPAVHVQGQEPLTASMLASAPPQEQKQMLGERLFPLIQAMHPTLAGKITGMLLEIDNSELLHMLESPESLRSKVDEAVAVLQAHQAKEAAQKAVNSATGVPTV
MsrA act: bovine MsrA enzyme activators, primary screen, biochemical, absorbance, HTS | Methionine sulfoxide reductase A (Bos taurus) | purified bovine MsrA, absorbance read-out | activation, % at 10.6 µM | 360,000 compounds, 0.3% hits; in the data active means activation above about 7.5%;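 further: 0% = vehicle and 100% = reference activator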
FAS TE block: FAS thioesterase domain inhibitors, primary screen, biochemical, fluorescence intensity, uHTS. Fatty acid synthase (Homo sapiens), P49327. recombinant FAS-TE, OMFH fluorogenic substrate, fluorescence endpoint. inhibition, % at 15 µM. 360,000 compounds, 0.67% hits. AID 602261, 2012;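 active means compounds whose normalised, plate-corrected inhibition of enzyme fluorescence in the single-dose primary screen is 50% or more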;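 further: 0% = DMSO with enzyme and 100% = substrate without enzyme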
Tb MetRS inh: T. brucei MetRS inhibitors, primary screen, biochemical, luminescence | methionyl-tRNA synthetase (Trypanosoma brucei brucei) | purified T. brucei MetRS, ATP depletion, Kinase-Glo luminescence | inhibition, % at 11.9 µM | 360,000 compounds, 0.4% hits | AID 624268, 2012;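 active means inhibition above a per-plate cutoff of the control wells' mean inhibition plus 3 SD, cut at about 5.5% in these data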;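 further: 0% = DMSO wells median and 100% = median of wells with control inhibitor compound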
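Material: parasite MetRS enzyme / Replication: singlicate, one well per compound / Signal: luminescence of leftover ATP / Schedule: 2 h aminoacylation at 25 °C after 15 min preincubation / Medium: HEPES-MgCl2-KCl buffer plus DTT, spermine, BSA, pyrophosphatase / Doses: 11.9 µM single point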
MsrA inhibitor: bovine MsrA enzyme inhibitors, primary screen, biochemical, absorbance, HTS; Methionine sulfoxide reductase A (Bos taurus); purified bovine MsrA, absorbance read-out; inhibition, % at 15.5 µM; 360,000 compounds, 0.75% hits; AID 651718, 2012; in the data active means inhibition above about 4.5%;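 further: 0% = vehicle wells with enzyme and 100% = reference inhibitor wells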
CendR NRP1 mod: modulators of CendR peptide binding to NRP-1, primary screen, biochemical, fluorescence polarization, uHTS. Neuropilin-1 (Homo sapiens), O14786. FAM-RPARPAR peptide binding to NRP-1. inhibition, % at 25 µM. 360,000 compounds, 0.85% hits. AID 602438, 2012;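 active means inhibition or corrected inhibition above about 18%, plus a signal ratio from 0.5 to 1.5, limit read from the data, passing the limit was not always enough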; further: strong numbers were not always called active
MT1-MMP act inh: blockers of MT1-MMP proenzyme processing, primary screen, HT1080 RFP-PRO-GFP cells, GFP/RFP fluorescence; Matrix metalloproteinase-14 (Homo sapiens), P50281; GFP/RFP ratio fluorescence, overnight; percent of plate control window, DMSO zero; GFP/RFP ratio change, % at 20 µM; 360,000 compounds, 0.061% hits;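 active means GFP/RFP ratio change of at least 30% with cell ATP level not reduced by more than half and red fluorescence within 50% of control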; further: strong numbers were not always called active
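Test system: HT1080 RFP-PRO-GFP cells; Benchmarks: DMSO and RFP-L50D-GFP cell wells; Timing: cells overnight before dosing, compound overnight, 37 °C, 5% CO2; Compound: one 20 µM compound dose with 1% DMSO; Read-out: GFP/RFP fluorescence ratio.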
SKN-1 inh: suppressors of acrylamide-induced Pgst-4::GFP reporter in worms, primary screen, SKN-1 inhibitor project, whole organism, uHTS, GFP/RFP fluorescence ratio, strain VP596; C. elegans VP596 Pgst-4::GFP/RFP ratio, 24 h; inhibition, % at 21.8 µM; 360,000 compounds, 0.49% hits;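 active means interference check ratio from 0.5 to 1.5 plus GFP to RFP signal ratio inhibition reaching or exceeding a fixed threshold, cut at about 30% in these data, passing the limit was not always enough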; further: some compounds called inactive have numbers as strong as hits
E coli Lon inh: inhibitors of E. coli Lon protease, primary screen, biochemical, fluorescence polarization; purified E. coli Lon protease; inhibition, % at 7.94 µM; 360,000 compounds, 0.42% hits; AID 602123, 2011; P0A9M0; in the data active means inhibition above about 13%, passing the limit was not always enough;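 further: 0% = enzyme with probe and DMSO and 100% = no enzyme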
An asterisk follows results filed as active; . = no result given; & = joins results of further samples.

SMILES | PABP1 MLLE inh | MsrA act | FAS TE block | Tb MetRS inh | MsrA inhibitor | CendR NRP1 mod | MT1-MMP act inh | SKN-1 inh | E coli Lon inh
NC(=O)COc1ccc(NC(=O)CC23CC4CC(CC(C4)C2)C3)cc1 | 2 | -4 | -3 | 0.3 | 0.7 | -13 | -1 | -20 | -4
CCOC(=O)[C@]12CCCC=C1N(Cc1cccc3ccccc13)C(=O)[C@H](CC(=O)NCc1ccccc1)C2 | . | -1 | 14 | -0.1 | 0.1 | 12 | -5 | -7 | 4
COc1cccc(C(=O)Oc2c(CN3CCOCC3)cc(Cl)c3cccnc23)c1 | -5 | -2 | 13 | -0.7 | -0.8 | -4 | -2 | 21 | -3
CCCCNC(=O)C[C@@H]1C[C@@]2(C(=O)OC)CCCCC=C2N(Cc2ccco2)C1=O | . | -2 | -6 | -0.2 | 0.5 | -6 | 0 | 2 | -3
Cc1ccc(S(=O)(=O)c2nc(C)oc2N2CCOCC2)cc1 | 20 | -2 | -4 | -0.3 | -0.2 | 8 | 3 | -10 | 0
CC(Oc1ccc2c(c1)oc(=O)c1ccccc12)C(=O)NCCN1CCOCC1 (stereo unspecified) | 0 | -3 | -3 | -0.3 | 3.8 | 7 | 1 | -11 | -9
COn1c(-c2ccccc2)nc2c1CCc1nonc1-2 | -7 | -6 | -2 | -1.2 | . | 0 | -3 | -12 | -4
CCCCN1C(=O)C(CC(=O)NCCN2CCOCC2)CC(C(=O)N2CCCCCC2)=C1C (stereo unspecified) | . | -2 | -4 | -0.3 | -0.4 | 4 | 8 | 3 | -11
CC1Cc2ccccc2N1C(=O)COC(=O)c1ccc([N+](=O)[O-])o1 (stereo unspecified) | -16 | 1 | 36 | -0.3 | 0.1 | -21 | 1 | -12 | 1
COc1ccccc1NC(=S)NNC(=O)c1cc(C)n(C)n1 | -8 | -3 | -8 | 0.3 | -0.8 | 3 | 7 | 0 | -4
O=c1cc(-c2ccccc2)ss1 | 24 | -3 | -8 | -0.1 | 1.3 | -3 | -4 | 7 | 1
CC(C)N1CCN(Cc2cccn2-c2nccs2)CC1CCO (stereo unspecified) | 9 | 6 | -8 | -0.5 | -1.0 | 4 | -6 | -1 | -5
CCOc1ccc(-c2nnc3ccc(SCC(=O)Nc4nc5ccc(C)cc5s4)nn23)cc1 | -1 | -3 | 15 | 0.4 | 0.8 | -1 | -3 | 2 | -3
O=C(Cn1ccc2ccccc2c1=O)Nc1ccc2c(c1)OCO2 | 5 | -4 | 1 | 0.2 | 1.2 | -1 | -1 | 2 | -5
COc1ccc(N2CCN(C(=O)c3ccc(NC(=O)C4=CSCCO4)cc3)CC2)cc1 | -6 | -4 | 0 | -0.7 | . | 36* | 0 | -11 | 3
Cc1ccc2cccc(S(=O)(=O)N3CCCc4ccccc43)c2n1 | 5 | -2 | 22 | 0.2 | 0.1 | 5 | -4 | 8 | -2
Cc1ccc(C)c(NC(=O)CSc2ccc(-c3ccco3)nn2)c1 | 19 | -10 | 9 | -1.1 | -1.1 | 11 | 5 | 9 | -1
O=c1cc(-c2ccccc2)[nH]n1-c1ccccc1 | 34 | -2 | -7 | 0.1 | 0.3 | 0 | 1 | 2 | -15
COc1ccc(CC(=O)N2CC(=O)N(CCc3ccccc3)C(=O)C2)cc1 | -8 | -1 | -1 | -1.3 | 0.2 | -2 | 4 | 3 | 10
COC(=O)Cc1ccc(NC(=S)NCc2ccc(OC)cc2)cc1 | -9 | -3 | -3 | -0.8 | -0.3 | 0 | 2 | 13 | 0
CSc1ccccc1C(=O)Nc1nc2ccccc2c(=O)[nH]1 | -10 | -7 | 1 | -0.8 | 1.5 | -3 | 1 | 3 | -4
CCCCN(C(=O)CSc1nnc(-c2ccccc2OC)n1C)c1c(N)n(Cc2ccccc2)c(=O)[nH]c1=O | -33 | -2 | -4 | -0.2 | -0.5 | -7 | -1 | -7 | 6
CC1=C(C(=O)Nc2ccccc2)C(c2ccc(C)o2)n2ncnc2N1 (stereo unspecified) | -9 | 0 | -14 | -0.3 | 0.0 | 7 | 2 | 33 | 4
Cn1cc(C(=O)N/N=C/c2ccc(Br)c([N+](=O)[O-])c2)c2ccccc21 | 1 | 3 | 7 | -0.5 | 1.1 | 6 | 5 | 11 | 2
COc1ccc(Cn2c(=S)[nH]c3cc(C(=O)N4CCCCC4)ccc3c2=O)cc1 | -67 | -5 | -1 | -0.1 | 3.0 | 0 | 2 | -3 | -3
Nc1c(C(=O)O)sc2nc(-c3ccc(F)cc3)cc(-c3ccccc3)c12 | -42 | -1 | 5 | 0.2 | 2.2 | -24 | -18 | 4 | 11
CCN1C/C(=C\c2cc(OC)c(OC)c(OC)c2)C2=NN(c3ccccc3)C(c3cc(OC)c(OC)c(OC)c3)C2C1 (stereo unspecified) | -3 | -2 | 1 | -0.2 | 0.9 | -2 | -1 | 5 | -10
Cc1ccc(S(=O)(=O)N2CCCCC2CCNC(=O)C(=O)NCc2ccco2)cc1 (stereo unspecified) | -5 | -4 | -2 | -0.2 | -1.8 | -11 | -10 | 13 | 3
COc1cccc(Nc2nnc(SCC(=O)N(CC(C)C)CC(C)C)s2)c1 | -34 | -10 | 11 | -0.3 | 0.0 | -8 | -1 | -1 | 10
CCCCC(=O)Oc1c(S(=O)(=O)c2ccc(C)cc2)c(C)nn1C(C)(C)C | 4 | -2 | 16 | -0.3 | 0.2 | -4 | -2 | 18 | 0

9 entries out of the list, ordered by molecular weight, falling:
SMILES | PABP1 MLLE inh | MsrA act | FAS TE block | Tb MetRS inh | MsrA inhibitor | CendR NRP1 mod | MT1-MMP act inh | SKN-1 inh | E coli Lon inh
CCN1C/C(=C\c2cc(OC)c(OC)c(OC)c2)C2=NN(c3ccccc3)C(c3cc(OC)c(OC)c(OC)c3)C2C1 (stereo unspecified) | -3 | -2 | 1 | -0.2 | 0.9 | -2 | -1 | 5 | -10
CCCCN(C(=O)CSc1nnc(-c2ccccc2OC)n1C)c1c(N)n(Cc2ccccc2)c(=O)[nH]c1=O | -33 | -2 | -4 | -0.2 | -0.5 | -7 | -1 | -7 | 6
COc1cccc(Nc2nnc(SCC(=O)N(CC(C)C)CC(C)C)s2)c1 | -34 | -10 | 11 | -0.3 | 0.0 | -8 | -1 | -1 | 10
Cn1cc(C(=O)N/N=C/c2ccc(Br)c([N+](=O)[O-])c2)c2ccccc21 | 1 | 3 | 7 | -0.5 | 1.1 | 6 | 5 | 11 | 2
CCCCC(=O)Oc1c(S(=O)(=O)c2ccc(C)cc2)c(C)nn1C(C)(C)C | 4 | -2 | 16 | -0.3 | 0.2 | -4 | -2 | 18 | 0
Nc1c(C(=O)O)sc2nc(-c3ccc(F)cc3)cc(-c3ccccc3)c12 | -42 | -1 | 5 | 0.2 | 2.2 | -24 | -18 | 4 | 11
COC(=O)Cc1ccc(NC(=S)NCc2ccc(OC)cc2)cc1 | -9 | -3 | -3 | -0.8 | -0.3 | 0 | 2 | 13 | 0
CC1=C(C(=O)Nc2ccccc2)C(c2ccc(C)o2)n2ncnc2N1 (stereo unspecified) | -9 | 0 | -14 | -0.3 | 0.0 | 7 | 2 | 33 | 4
O=c1cc(-c2ccccc2)[nH]n1-c1ccccc1 | 34 | -2 | -7 | 0.1 | 0.3 | 0 | 1 | 2 | -15

Carrying on:
SMILES | PABP1 MLLE inh | MsrA act | FAS TE block | Tb MetRS inh | MsrA inhibitor | CendR NRP1 mod | MT1-MMP act inh | SKN-1 inh | E coli Lon inh
CCOc1ccc(C(=O)Nc2nc3ccccc3[nH]2)cc1OCC | 0 | -6 | -10 | -0.3 | 0.3 | 11 | 4 | -8 | -14
CCOC(=O)C1=C(C)NC(C)=C(C(=O)OCC)C1C(=O)OC1CCOC1=O (stereo unspecified) | -6&8 | -2&-3 | -4&-4 | 0.4&-1.3 | 1.2&1.5 | 4&5 | -1&-2 | 8&-1 | -2&-9
NC(=O)CC(NC(=O)Cc1ccc(Br)cc1)c1ccc(NCCN2CCCC2)c([N+](=O)[O-])c1 (stereo unspecified) | -2 | -1 | -10 | -0.3 | 1.0 | 0 | 10 | -7 | -18
CSc1ccc(COC(=O)CCS(=O)(=O)c2ccc(C)cc2)cc1 | 10 | 3 | 20 | -0.4 | 1.4 | -4 | -2 | -5 | 9
Cc1[nH]c(-c2ccccn2)nc(=S)c1Cl | 37 | -6 | -9 | -1.1 | -0.9 | 5 | 13 | 1 | -3
COc1ccc(S(=O)(=O)N2CCC(C(N)=O)CC2)cc1C(=O)N1CCCCCC1 | 3 | -1 | -7 | -0.3 | 0.0 | 1 | -3 | 5 | -5
CCN(Cc1ccncc1)S(=O)(=O)c1ccc(C(C)=O)cc1 | 28 | 0 | -3 | -0.2 | 0.2 | -8 | 1 | -8 | 2
COC(=O)[C@@]12C[C@@H](CC(=O)NCc3cccc4ccccc34)C(=O)N(Cc3ccc4c(c3)OCO4)C1=CCC(C)(C)C2 | . | . | . | -1.0 | 2.1 | -2 | -5 | 9 | .
COc1ccc2ccccc2c1CNC(=O)CC1C(=O)NCCN1CC(C)C (stereo unspecified) | -26 | -10 | -6 | -1.7 | -0.3 | -28 | -11 | -6 | -14
CC1CCN(C(=O)Cn2c(=O)oc3ccccc32)CC1 | 7 | -2 | -3 | -1.3 | 1.6 | 1 | 4 | 13 | 9
CSc1cccc(NC(=S)Nc2cc(C)ccc2C)c1 | 28 | -1 | 5 | 0.0 | 1.6 | -2 | 2 | -1 | -5
O=C(Nc1nc(-c2ccccn2)cs1)C1CC1 | 0 | -8 | -6 | -0.8 | -0.4 | -5 | -3 | -3 | 2
Cc1cccc2nc(CSC(=N)N)c(Br)n12 | 2 | -2 | -11 | -0.4 | 0.5 | 2 | 7 | -1 | -10
Cc1cc(C(=O)N(C)Cc2c(F)cccc2Cl)c2ccccc2n1 | -6 | -2 | 1 | -0.3 | -0.2 | -3 | -7 | 3 | -1
COc1ccc(OC)c(NC(=O)COC(=O)CNC(=O)c2ccc(OC)c(OC)c2)c1 | 2 | -3 | -9 | 0.5 | -1.8 | 10 | 1 | 2 | -4
CCC(Oc1ccccc1)C(=O)Nc1nnc(C)s1 (stereo unspecified) | -3 | 2 | 0 | 0.7 | 0.6 | 9 | -2 | 27 | -7
CC(=O)c1c(C)[nH]c(C(=O)Nc2ccc(Cl)cc2)c1C | -2 | 1 | 6 | 1.0 | 0.8 | 2 | 4 | 6 | -4
CC(=O)C1=C(O)C(=O)N(Cc2cccnc2)C1c1ccc(O)cc1 (stereo unspecified) | 12 | -15 | -8 | -0.9 | 2.1 | 24 | 3 | -6 | -4
CCOC(=O)C1CCN(S(=O)(=O)c2cc(C(=O)OC)n(C)c2)CC1 | 5 | 0 | -3 | -0.2 | 0.2 | 4 | 2 | 12 | -1
